# High-throughput results: PubChem BioAssay, Sanford-Burnham Center for Chemical Genomics
# APJ antag: blocks the human apelin receptor APJ; P35414; CHO-K1 APJ beta-arrestin complementation, luminescence; inhibition, % at 20 µM; 330,000 tested, 0.32% active;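 active = inhibition above about 40% at 20 µM, limit read from the data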;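 also: cells challenged with 10 nM apelin-13 agonist together with compound; plate controls were apelin-13 plus DMSO wells for no effect and DMSO wells lacking apelin-13 for full effect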
# Target sequence (P35414 whole entry, looked up): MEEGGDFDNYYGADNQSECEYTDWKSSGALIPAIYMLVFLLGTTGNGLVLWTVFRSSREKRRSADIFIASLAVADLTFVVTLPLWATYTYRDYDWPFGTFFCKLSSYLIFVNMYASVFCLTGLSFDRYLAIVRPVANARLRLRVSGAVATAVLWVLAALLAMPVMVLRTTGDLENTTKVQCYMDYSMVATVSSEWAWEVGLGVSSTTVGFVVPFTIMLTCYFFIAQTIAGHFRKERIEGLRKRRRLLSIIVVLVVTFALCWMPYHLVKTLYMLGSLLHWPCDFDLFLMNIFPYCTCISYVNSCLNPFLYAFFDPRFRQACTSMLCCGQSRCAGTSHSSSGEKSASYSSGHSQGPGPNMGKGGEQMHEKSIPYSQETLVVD
# Jurkat NFkB inh: inhibitors of the PMA/ionomycin-induced NF-kB reporter in Jurkat cells | inhibition, % at 4 µM | 330,000 tested, 0.53% active | PMA/ionomycin-induced NF-kB luciferase reporter, luminescence; in the data active = inhibition above about 50%
# EBI2 block: antagonists of human EBI2 receptor | P32249 | EBI2 beta-arrestin recruitment, luminescence, 7a,25-OHC stimulated | inhibition, % at 5 µM | 360,000 tested, 0.81% active | AID 651636; in the data active = inhibition above about 38%;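 also: enzyme fragment complementation signal reports receptor beta-arrestin coupling in cells; 0% = agonist plus DMSO wells and 100% = wells without agonist; some results beyond the cut were filed as inactive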
# UBC13 polyUb: human UBC13 polyubiquitination inhibition; P61088; UBC13 polyubiquitin chain formation, TR-FRET; inhibition, % at 20 µM; 330,000 tested, 0.47% active; AID 485273; in the data active = inhibition above about 45%, passing the limit was not always enough
# Gli-Sufu antag: Gli-Sufu pathway antagonism. Sufu-KO-LIGHT fibroblasts, Gli luciferase reporter luminescence. inhibition, % at 5 µM. 340,000 tested, 0.74% active. AID 588413;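 active = inhibition above about 55%, limit read from the data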;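 also: 0% = DMSO-treated cells and 100% = wells with medium but no cells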
# 697 NFkB inh: lowers PMA/ionomycin-induced NF-kB signal in 697 B cells; 697 B-cell NF-kB luciferase reporter, 16 h; inhibition, % at 4 µM; 330,000 tested, 0.33% active; in the data active = inhibition above about 35%
# CXCR6 block: blocks human CXCR6 beta-arrestin recruitment; O00574; 360,000 tested, 0.36% active; inhibition, % at 20 µM; CHO-K1 PathHunter CXCR6 beta-arrestin, luminescence; in the data active = inhibition above about 34%, passing the limit was not always enough;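 also: antagonist mode with CXCL16 agonist at 10 nM final; 0% = 10 nM CXCL16 with DMSO and 100% = unstimulated wells without agonist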
# Target sequence (O00574 whole entry, looked up): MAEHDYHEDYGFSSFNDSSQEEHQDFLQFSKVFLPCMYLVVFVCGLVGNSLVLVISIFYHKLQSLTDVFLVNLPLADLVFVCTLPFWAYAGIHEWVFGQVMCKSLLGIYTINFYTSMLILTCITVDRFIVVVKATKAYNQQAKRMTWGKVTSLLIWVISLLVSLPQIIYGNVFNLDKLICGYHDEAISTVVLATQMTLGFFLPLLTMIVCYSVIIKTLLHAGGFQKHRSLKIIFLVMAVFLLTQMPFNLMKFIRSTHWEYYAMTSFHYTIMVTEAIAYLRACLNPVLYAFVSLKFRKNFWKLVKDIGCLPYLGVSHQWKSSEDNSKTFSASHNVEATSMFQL
# CCR6 antag: CCR6 (human) receptor antagonism; CHO-K1 CCR6 PathHunter beta-arrestin, luminescence, CCL20-stimulated; inhibition, % at 20 µM; 340,000 tested, 0.49% active; AID 493098;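 active = compounds whose inhibition of the agonist-driven luminescence signal at 20 µM reaches about 50%, limit read from the data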;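 also: cells stimulated with CCL20 at 14 nM final; plate controls were DMSO with CCL20 for no effect and DMSO without agonist for full effect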
# Target sequence (P51684 whole entry, looked up): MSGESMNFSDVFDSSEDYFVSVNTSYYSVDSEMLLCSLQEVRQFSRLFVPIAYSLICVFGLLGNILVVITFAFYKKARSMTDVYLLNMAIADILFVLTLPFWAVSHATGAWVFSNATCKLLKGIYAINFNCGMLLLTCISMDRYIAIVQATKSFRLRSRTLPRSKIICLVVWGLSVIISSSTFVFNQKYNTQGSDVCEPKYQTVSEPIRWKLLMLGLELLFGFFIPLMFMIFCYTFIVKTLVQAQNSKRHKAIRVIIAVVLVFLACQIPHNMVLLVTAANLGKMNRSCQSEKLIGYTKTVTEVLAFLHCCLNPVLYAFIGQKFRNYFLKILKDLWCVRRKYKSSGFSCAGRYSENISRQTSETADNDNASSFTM
# An asterisk follows results filed as active; . = no result given.
SMILES,APJ antag,Jurkat NFkB inh,EBI2 block,UBC13 polyUb,Gli-Sufu antag,697 NFkB inh,CXCR6 block,CCR6 antag
CC(=O)c1cccc(NC(=O)c2ccc(OC3CSC3)cc2)c1,11,-18,13,3,-7,-5,-4,0
C=CC[C@H](CC(=O)NCCO)C(=O)NC[C@H](OC(=O)[C@@H](CC=C)Cc1ccc(F)cc1)c1ccccc1,7,1,-17,-8,-3,3,-5,-1
COc1ccc(CCNC(=O)CCCCC(=O)NCCc2ccc(OC)cc2)cc1,0,5,-1,1,29,17,-9,5
COc1ccc(CN(CC(=O)NC2CCCC2)C(=O)CN2C(=O)COc3ccccc32)cc1,-32,-3,-7,-1,-17,3,-6,9
CCOc1ncccc1C(=O)Nc1cccc(S(=O)(=O)N2CCOCC2)c1,3,1,-4,7,6,-16,0,3
CCOC(=O)c1cn(-c2ccc([N+](=O)[O-])cc2)c2cc(Cl)c([N+](=O)[O-])cc2c1=O,-10,3,-7,-7,8,-10,-1,6
O=C(CN1C(=O)C2C3C=CC(C3)C2C1=O)Nc1nncs1 (stereo not drawn),4,10,-7,-3,6,17,-3,0
O=C(NC1=NCCS1)c1ccccc1F,-7,-4,8,1,-4,-6,7,2
Cc1cc(C(=O)CSc2nnc(-c3ccc(Cl)cc3)n2CC2CCCO2)c(C)n1C (stereo not drawn),-9,-13,-3,2,1,0,-3,8
O=C(NCc1ccco1)C(=O)c1cn(CC(=O)N2CCCC2)c2ccccc12,15,6,-3,18,5,11,9,5
N#C/C(=C(/O)COC(=O)c1ccc(C#N)cc1)c1nc2ccccc2s1,2,-14,0,-8,-4,10,-3,14
CC(C)(C)C(=O)NC(=S)N1CCOCC1,18,8,-8,6,8,-11,0,6
Cc1cc(-c2ccc(C)c(S(=O)(=O)Nc3cccc(CN4CCCC4)c3)c2)on1,-17,10,12,2,14,0,-2,18
CCOc1ccc(/C=N/NC(=O)c2ccccc2NC(=O)c2ccc(OC)cc2)cc1,6,0,6,-10,-8,-20,11,22
O=C(NNC(=O)c1cc(Cl)nc2ccccc12)c1ccccc1F,17,7,-11,-7,-7,-3,4,15
Cc1cc(=O)[nH]c2nnc(SCC(=O)N3CC(C)OC(C)C3)n12 (stereo not drawn),14,11,1,2,-2,12,-3,2
O=C(Cc1ccccc1)Nc1ccc(C(=O)NCc2ccccc2)cc1,2,-6,27,-11,3,-55,8,-8
O=C(O/N=C(/c1ccccc1)c1ccncc1)c1ccc(F)cc1,-30,4,0,-2,-3,16,-9,-4
Cc1ccc([N+](=O)[O-])cc1S(=O)(=O)N1CCCCC1C(=O)O (stereo not drawn),10,3,-5,5,5,12,0,-5
O=C(O)CSCC(=O)Nc1ccc(C(=O)O)cc1,11,-18,-4,-5,5,-3,-3,-15
OCc1nc2ccccc2n1/N=C/c1cccs1,-7,-14,-18,0,1,-6,-2,13
O=C(COc1ccc(OCc2ccccc2)cc1)NC1CCOC1=O (stereo not drawn),4,-4,-13,-4,-11,-6,-2,-11
Nn1c(SCC(=O)Nc2ccc3c(c2)OCO3)nnc1-c1ccc(Cl)cc1,3,2,0,4,9,30,0,-2
COc1ccc2oc(C(=O)NC3(C)CCS(=O)(=O)C3)c(C)c2c1 (stereo not drawn),19,9,0,5,-5,5,-5,-1
CSCCC(NC(N)=O)C(=O)Nc1ccc(C)cc1 (stereo not drawn),1,-17,4,-2,-1,19,0,2
CN(C)/C=N/c1c(C#N)cnn1C,0,3,-8,15,14,-6,-7,-1
C=CCNc1nc(N)c(C(=O)Nc2cc(C)on2)s1,15,-53,-2,-8,-39,-20,-5,6
N#Cc1nc(Nc2cc(F)cc(F)c2)c2ncn(CC(F)F)c2n1,-3,-41,9,13,-81,-90,-14,15
CC(C)c1ccc(NC(=S)Nc2ccc(OC(F)(F)F)cc2)cc1,-9,-24,55*,-10,-11,-12,1,13
COc1ccc2c(CC(=O)NNC(=O)c3ccc(C)cc3)coc2c1,-2,-5,11,-20,3,9,6,3

# Molecules shown so far containing an aryl thioether with sulfur outside any ring:
SMILES,APJ antag,Jurkat NFkB inh,EBI2 block,UBC13 polyUb,Gli-Sufu antag,697 NFkB inh,CXCR6 block,CCR6 antag
Cc1cc(C(=O)CSc2nnc(-c3ccc(Cl)cc3)n2CC2CCCO2)c(C)n1C (stereo not drawn),-9,-13,-3,2,1,0,-3,8
Cc1cc(=O)[nH]c2nnc(SCC(=O)N3CC(C)OC(C)C3)n12 (stereo not drawn),14,11,1,2,-2,12,-3,2
Nn1c(SCC(=O)Nc2ccc3c(c2)OCO3)nnc1-c1ccc(Cl)cc1,3,2,0,4,9,30,0,-2

# The list continues:
SMILES,APJ antag,Jurkat NFkB inh,EBI2 block,UBC13 polyUb,Gli-Sufu antag,697 NFkB inh,CXCR6 block,CCR6 antag
CCn1c(C(C)NS(=O)(=O)c2ccc(Cl)cc2)n[nH]c1=S (stereo not drawn),15,15,3,2,3,9,-7,-9
CC(=O)c1c(C)nc(-c2ccc(OCC(=O)Nc3ccc(F)cc3)cc2)n1O,-28,15,6,8,1,24,8,-4
COC(=O)c1ccccc1NC(=S)NC(=O)c1ccccc1,6,-11,1,3,-2,32,-1,-7
O=C(Nc1ccccc1C(=O)NCC1CCCO1)c1ccc(Cl)cc1 (stereo not drawn),12,11,-7,4,5,-12,1,12
COc1cc(C2NC(=O)CCC2[N+](=O)[O-])c(OC)cc1Br (stereo not drawn),14,12,-6,4,2,0,1,16
CCc1cc2c3c(c1)/C(=C1/SC(N)=NC1=O)C(=O)N3C(C)(C)C=C2C,10,-14,1,-23,0,11,5,7
CCC[C@H](CN[C@@H](CNC)[C@H](C)CC)NCCc1cc(C(F)(F)F)cc(C(F)(F)F)c1,23,35,-12,86*,15,20,7,10
C#CCOCCOCCOCCNc1nc(N2CCN(C(=O)[C@H]([C@@H](C)CC)n3cc([C@@H](N)Cc4ccc(O)cc4)nn3)CC2)nc(N2CCN(C(=O)[C@H](CCCCN)n3cc([C@@H](N)CO)nn3)CC2)n1,-10,-2,.,98*,.,-12,.,.
Cc1cc(OC(F)F)ccc1NC(=O)Nc1ccc([N+](=O)[O-])cc1,8,-7,14,5,-6,-3,11,22
CC(C)N1C(=O)N(c2cccc(Cl)c2)C(C)(O)CC1(C)C (stereo not drawn),-3,-7,2,-3,-30,9,-13,0
COc1ccccc1-n1c(SCC(=O)Nc2cc(C)on2)nc2c([nH]c3ccccc32)c1=O,-4,20,-13,-9,7,19,11,27
CCC(=O)c1ccc(OCC(O)Cn2nnc3ccccc32)cc1 (stereo not drawn),-24,-35,2,8,-28,-4,3,0
Cc1c(NC(=O)c2ccc(COc3ccc4ccccc4c3)o2)c(=O)n(-c2ccccc2)n1C,5,14,9,-4,-6,-67,8,20
CCOC(=O)C1=C(O)/C(=C\c2ccc(OC)c(OC)c2)N=C1C,5,8,12,-5,7,6,-8,-18
O=C1CCCCCCCCCC/C(=N\O)CCCO1,-13,-27,5,-3,-11,-31,2,-1
CC(=O)N1CCC2(CC1)CC(=O)c1cc(OCC(=O)NCc3ccc(C)cc3)ccc1O2,-10,-10,-4,8,-5,-14,4,-3
Cc1ccccc1OCC(=O)N/N=C/c1ccc(N2CCOCC2)o1,9,11,-22,2,-3,17,11,14
Cc1nn(C)c(C(=O)NN)c1Cl,-20,-14,-3,6,-6,1,-3,-4
NC(=O)Cc1ncc(C(F)(F)F)cc1Cl,0,2,-1,-2,-1,11,0,3
Cc1ccc(S(=O)(=O)N2CCCCC2)cc1NC(=O)c1ccccn1,-8,5,-22,7,0,7,-6,17
COCCNC(=O)C1CCN(S(=O)(=O)c2ccccc2)CC1,6,-6,9,1,-1,3,-6,1
CCN(CC)c1ccc(-c2c(C#N)c(N)nc(OC)c2C#N)cc1,-9,-12,5,21,25,13,-9,3
COC(=O)c1c(-c2ccc(F)cc2)csc1NC(=O)c1ccco1,17,-65,8,17,3,-153,-3,-14
Cc1onc(-c2ccccc2)c1-c1nnc(COC(=O)c2ccc(O)cc2)o1,15,9,18,2,1,6,1,13
Cc1c(CC(=O)N2CCC(C(=O)O)CC2)c(=O)oc2cc3c(cc12)CCC1(CCCCC1)O3,11,-2,-4,4,-3,-5,-1,2
CC1CN(C=O)CC(C)N1CCN1C(C)CN(C=O)CC1C (stereo not drawn),.,.,-2,.,-5,.,-4,12
COc1ccc(C2C(C(=O)O)c3ccccc3C(=O)N2Cc2ccco2)cc1 (stereo not drawn),-15,-6,-9,-2,-5,7,-5,10
COc1ccc(Cc2noc(CN3CCCN(Cc4ccc(F)cc4)CC3)n2)cc1OC,-6,-12,1,-8,-2,-6,-4,12
CCCCC(=O)Nc1ccc2c(c1)nc(CCN1CCN(c3ccccn3)CC1)n2C,4,-5,6,0,11,-16,3,11
CC1=C(C(=O)Nc2ccccn2)C(c2ccccc2)n2ncnc2N1 (stereo not drawn),-10,-9,-3,-2,5,16,2,24
O=C(NC1CCCCCC1)c1nc2ncccn2n1,12,6,-6,3,3,6,-5,6
Cc1cc(C(=O)CSc2ncccn2)c(C)n1Cc1ccco1,9,-85,-8,3,-72,-189,-3,-2
CCC1=C(OC(=O)N(CC)CC)N2C(=O)OC(=NCc3ccccc3)[C@]2(C)[C@H]2C1=CC[C@H]1C(=O)N(c3ccccc3)C(=O)[C@H]12,-65,-13,10,-13,-1,-9,6,15
COc1ccc(C(=O)NCC(C)(C)SCc2c(C)cc(C)cc2C)cc1,4,-2,3,1,1,-9,3,1
COc1ccc(-c2cccc(NC(=O)c3cccs3)c2)nn1,-1,-14,4,1,-3,-7,7,5
Cc1cc(C)n(-c2nc(C)nc3sc4c(c23)CCC(C)C4)n1 (stereo not drawn),15,4,6,2,3,11,0,-6
c1ccc(-c2ccc(-c3nc(-c4ccccn4)no3)cc2)cc1,8,77*,-7,4,81*,39*,-11,-8
Cc1ccsc1/C=C/c1ccc2ccccc2n1,17,-165,9,1,-51,-162,6,11
COc1cc2c(cc1OC)CN(C1CC(=O)N(c3c(C)cccc3C)C1=O)CC2 (stereo not drawn),-13,-13,5,-13,-6,-4,11,1
CN1CCN(c2nc3c(c(=O)[nH]c(=O)n3C)n2CC(N)=O)CC1,-22,-14,1,-6,2,-26,-3,9
COc1ccc(CC(=O)NCc2cccs2)cc1,0,33,-2,0,-3,-7,2,5
Cc1ccc(C)c(NC(=O)C2COc3ccccc3O2)c1 (stereo not drawn),16,-11,10,1,-16,-15,3,9
COc1cc(C(=O)OCCN2CCOCC2)cc(OC)c1OC,24,5,-12,-4,1,5,-2,0
Cc1cc(NC(=O)Cn2nc3c(cc2=O)CCCC3)ccc1Br,-8,17,-2,13,1,14,11,-10
COc1cc(NC(=O)c2cccnc2)ccc1-c1cc2ccccc2oc1=O,-1,-5,.,1,.,-9,.,.
CCCCCOc1ccc(C(=O)C(c2ccccc2)N2CCOCC2)cc1 (stereo not drawn),-4,3,12,2,9,-5,8,20
CCn1nc(C(=O)OCC(=O)Nc2nc(-c3ccc(OC)cc3)cs2)c2ccccc2c1=O,14,-74,2,-7,-72,-68,-6,4
CCc1ccc(/C=C\C(=O)N2CCCC2)cc1,7,-40,47*,-8,18,-50,12,-1
COc1ccccc1CCNC(=O)CSc1nnc2ccc(-c3ccncc3)nn12,16,6,14,4,-10,17,-6,7
CCOC(=O)C1CCCN(S(=O)(=O)c2cnc(Cl)c(Br)c2)C1 (stereo not drawn),9,0,4,-6,9,11,6,-12
Cc1c(Cl)cnc(NC(=O)COC(=O)/C=C/c2ccco2)c1Cl,5,0,-1,1,-8,-7,4,9
Cc1ccc(C)c(OCC(=O)N2CCc3ccccc3C2)c1,-13,2,-2,6,-13,-15,-7,22
COc1ccccc1Nc1nc(N)nc(CSc2nccc(C)n2)n1,8,1,-2,0,2,-6,-3,-12
Oc1ccccc1CN(Cc1ccco1)CC(O)COCc1ccc(Cl)cc1 (stereo not drawn),9,-7,6,1,3,-14,2,22
CC(=O)c1cc(C#N)c(SCc2ccccc2C#N)nc1C,3,6,13,0,-3,2,10,-1

# Just CCR6 antag, Gli-Sufu antag and 697 NFkB inh (2 entries from above):
molecule | CCR6 antag | Gli-Sufu antag | 697 NFkB inh
COc1ccc2oc(C(=O)NC3(C)CCS(=O)(=O)C3)c(C)c2c1 (stereo not drawn) | -1 | -5 | 5
C#CCOCCOCCOCCNc1nc(N2CCN(C(=O)[C@H]([C@@H](C)CC)n3cc([C@@H](N)Cc4ccc(O)cc4)nn3)CC2)nc(N2CCN(C(=O)[C@H](CCCCN)n3cc([C@@H](N)CO)nn3)CC2)n1 | . | . | -12
